Screening results as filed in PubChem BioAssay.
PV pol inh: inhibitors of poliovirus RNA polymerase binding and polymerization. AID 588519. 150,000 compounds, 0.66% hits. % elongation, % (compound at 16.7 µg/mL). poliovirus polymerase elongation, fluorescence polarization; stronger effect = lower value. P03300; in the data active = % elongation below about 90%; also: some results filed as inactive read as strong as hits
Target sequence (P03300 1749-2209 limits assumed): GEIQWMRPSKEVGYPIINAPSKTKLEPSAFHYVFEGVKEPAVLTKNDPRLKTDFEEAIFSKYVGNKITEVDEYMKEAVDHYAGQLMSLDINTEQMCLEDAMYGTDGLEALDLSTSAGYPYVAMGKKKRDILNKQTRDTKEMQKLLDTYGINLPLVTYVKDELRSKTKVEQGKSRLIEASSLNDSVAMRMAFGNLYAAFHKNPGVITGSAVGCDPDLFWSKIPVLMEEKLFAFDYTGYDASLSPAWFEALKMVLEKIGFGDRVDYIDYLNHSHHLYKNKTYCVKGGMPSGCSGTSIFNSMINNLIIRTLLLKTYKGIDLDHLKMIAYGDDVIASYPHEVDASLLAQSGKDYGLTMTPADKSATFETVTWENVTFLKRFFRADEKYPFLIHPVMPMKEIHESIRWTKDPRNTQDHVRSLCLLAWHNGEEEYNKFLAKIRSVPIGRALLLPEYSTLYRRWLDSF
PV pol inh FP z-score: second read-out of PV pol inh, no call of its own (marks repeat the call); z-score; measured here: FP z-score; hits read low
* hit, by the source's call; & = joins results of further samples. Not all compounds are listed; count on the stated rates, not on these rows.

SMILES	PV pol inh	PV pol inh FP z-score
CN1/C(=C\C=N\NC(=O)c2cccnc2)C(C)(C)c2ccccc21	112	1.4
COc1cc(SC)ccc1C(=O)NCc1ccccc1	104	0.7
C=CCNc1nc(NCCN2CCOCC2)nc(OC)n1	100	-0.1
CCO/C=C1\C(=O)N(c2ccccc2)C(=O)c2ccccc21	80*	-7*
CCn1cc(S(=O)(=O)c2cccc(C)c2)c(=O)c2cc(F)c(N3CCCC(C)C3)cc21 (configuration not stated)	104	-0.9
CCC(C)Oc1c(Cl)cc(C#N)cc1OC (configuration not stated)	102	0.9
CC(C(=O)O)N1C(=O)CSC1=O (configuration not stated)	102	0.7
O=C(NCC(=O)N1CCCc2ccccc21)C1CCCCC1	95	-1.2
Cc1onc(-c2ccccc2Cl)c1C(=O)ONC1=NCCCC1	103	0.3
COc1ccc(-c2nn3c(Cc4ccc(Cl)cc4)nnc3s2)cc1OC	103	0.3
CC(C)c1ccc(NC(=O)Cn2c(-n3ncc(N4CCOCC4)c(Cl)c3=O)nc3ccccc32)cc1	103	0.2
COc1cc(C(=O)Nc2c(C(=O)Nc3ccccc3F)oc3ccccc23)cc(OC)c1OC	100	-1.2
Cc1ccc(-c2cc(C(F)(F)F)n3nc(C(=O)N4CCN(c5ccccc5)CC4)cc3n2)cc1	101	-0.3
CC(C)Cc1nn2c(=O)cc(COC(=O)c3ccc(NC(=O)c4cccs4)cc3)nc2s1	103	-0.7
CC1=NN(C(=O)C(C)C)C(O)(C(F)(F)F)C1 (configuration not stated)	101	0.2
COC(=O)c1cc(S(=O)(=O)NCC2CCN(CCc3cccs3)CC2)cn1C	101	0
COc1ccc(CCn2c3c(c(=O)[nH]c2=O)C(NC(=O)c2ccc(Cl)cc2)(C(F)(F)F)C(=O)N3)cc1OC (configuration not stated)	104	0.1
Cc1c(C(=O)N2CCN(Cc3nc4ccccc4s3)CC2)oc2ccccc12	99	-0.5
CCCCCNC(=O)C(=O)NCC(c1ccc2c(c1)OCO2)N1CCOCC1 (configuration not stated)	103	-1
CCOC(=O)c1[nH]cnc1C(=O)N1CCOCC1	103	0.5
COc1ccc(CC(C(=O)Nc2ccccc2)C(C)C(=O)O)cc1 (configuration not stated)	102	0.2
Nn1c(SCCOc2ccccc2)nnc1-c1ccccc1	79*	-2.9*
COc1ccc(-c2nc(CNC(=O)NC3CCCCC3)c(C)o2)c(OC)c1	109	0.6
CC(=O)Nc1ccc(C(=O)Nc2ccc(S(C)(=O)=O)cc2)cc1	105	0.2
COc1ccc(C2CCCCCN2C(=O)Cc2noc3ccccc23)cc1 (configuration not stated)	99	-0.1

Compound profiles, as listed above:
`CCO/C=C1\C(=O)N(c2ccccc2)C(=O)c2ccccc21` is listed as PV pol inh = 80*; PV pol inh FP z-score = -7*
`Nn1c(SCCOc2ccccc2)nnc1-c1ccccc1` is listed as PV pol inh = 79*; PV pol inh FP z-score = -2.9*

(further entries)
SMILES	PV pol inh	PV pol inh FP z-score
Cc1ccccc1CN1C(=O)c2ccccc2Sc2ccc(C(=O)NC3CCCCC3)cc21	107	0.2
CCn1c(-c2nc3ccccc3n2CC)nc2ccccc21	106	0.1
COC(=O)c1cnc(N2CCN(c3ccccc3F)CC2)c2ccccc12	112	1
CCc1ccccc1NC(=O)c1ccc2c(c1)CCN2S(C)(=O)=O	101	-1.3
COC(=O)c1cc(-c2ccc(Cl)cc2)n[nH]1	104	0.5
CN(CC(=O)Nc1cccc2ccccc12)C(=O)C1=COCCO1	103	0
CCCCSC1=NC(C)(C)Nc2ccccc21	99	-1.4
CCC(CO)n1c(SCn2nnc3ccccc3c2=O)nc2cc(OC)c(OC)cc2c1=O (configuration not stated)	104	0.2
COC(=O)c1ccccc1NC(=O)c1ccc2c(c1)CCN2S(=O)(=O)c1ccc(Cl)cc1	108	0.6
CS(=O)(=O)c1ccc2c(c1)sc1nc(-c3ccccc3Cl)cn12	99	-0.3
C=CCNC(=S)N/N=C1\CC2CC=CC12 (configuration not stated)	99	-0.5
COCC(=O)N1c2nc(-c3ccco3)nn2C2(CCCCC2)[C@@H]2CCCC[C@@H]21	106	0.3
COc1ccc(-n2cc(C(=O)NCCc3c[nH]c4ccccc34)nn2)cc1	102	0.3
O=C(Nc1cccc(OC(=O)N2CCOCC2)c1)N1CCCCC1	109	1.3
CCOc1ccccc1C(=O)N=C1NC(=O)CS1	102	0.3
Cc1ccc2oc(C(=O)Nc3ccc(S(=O)(=O)Nc4nccc(C)n4)cc3)cc(=O)c2c1	106	-0.3
O=C(Cc1nc2ccccc2[nH]1)c1ccccc1	98	-0.5
Cc1ccc(S(=O)(=O)NC(=O)NN2CC3CCCC3C2)cc1 (configuration not stated)	104&99	0.5&0
CC(C)N(Cc1ccc(C(=O)O)o1)C(C)C	101	-0.1
COc1ccccc1-c1cc(C(=O)Nc2ccccc2C(F)(F)F)no1	108	0.7
Cc1ccccc1-c1nnc(CN2CCC(C)CC2)o1	101	0.1
CCC1CN(C(=O)N2CCC(C(=O)NCCN(C)C)CC2)c2ccccc2O1 (configuration not stated)	105	-0.3
CCc1sc(Nc2ccc(C)cc2Br)nc1-c1cc2cccc(OC)c2oc1=O	109	0.4
CN(C)/C=C(\Sc1ncccn1)C(=O)c1ccc(Cl)cc1	103	0.4
COc1ccc(OC)c2sc(N3CCN(C(=O)CCS(=O)(=O)c4ccc(F)cc4)CC3)nc12	110	0.8
New compounds follow:
SMILES	PV pol inh	PV pol inh FP z-score
COc1ccc(NS(=O)(=O)c2ccc3[nH]c4c(c3c2)CCCCCC4)cc1	113	1.4
Cc1ccc(Nc2nc(N)nc(COC(=O)C3=COCCO3)n2)cc1	107	0.6
COc1ccc(NC(=O)c2ccc3c(c2)N(C)CCS3)cc1	97	-2.7
COc1ccc(-c2nnc(SCC(=O)N(C)C)n2C2CCCCC2C)cc1 (configuration not stated)	103	0.1
COc1ccc(-n2cnc3nc(C)c(C(=O)/C=C/N(C)C)c(-c4ccccc4)c32)cc1	99	-0.3
C=CCN(S(=O)(=O)c1ccc(Cl)cc1)S(=O)(=O)c1ccccc1OC	98	-0.9
C=CCn1c(COc2ccccc2OC)nc2ccccc21	104	0.6
NC(=O)CSCc1cc(Cl)c2c(c1)OCCCO2	102	-0.1
Cc1ccc(NC(=O)CCc2c(C)nc3c(-c4ccccc4)c(C)nn3c2C)c(C)c1	112	1.3
Cc1c(OCC(F)(F)F)ccnc1CS(=O)c1nc2ccccc2[nH]1 (configuration not stated)	99&99	-0.2&0
Cc1ccc(NC(=O)C(CC(C)C)NC(N)=O)cc1Cl (configuration not stated)	97	-0.2
Cc1ccc(-c2onc(C)c2C)cc1S(=O)(=O)N1CCC(C)CC1	104	-0.7
c1ccc(CCCNc2ncccn2)cc1	101	-0.2
CCN1CCCC1CNC(=O)Nc1ccc2c(c1)N(C)C(=O)c1ccccc1S2 (configuration not stated)	100	-0.7
O=C(N(Cc1ccccc1)c1ccccn1)C12CC3CC(CC(C3)C1)C2	107	0.4
COC(=O)c1cc(S(=O)(=O)NCC2CCN(Cc3ccc(C)cc3)CC2)c[nH]1	102	-0.3
Cn1cc(-c2cc3n(n2)CCC(=O)N3CCCC(=O)NCc2ccccc2)c2ccccc21	106	0
CCN(CC)S(=O)(=O)c1nnc(NC(=O)COc2ccccc2F)s1	106	-0.5
Cc1cnc(C(=O)OCC(=O)NCC2CCCCC2)cn1	100	-0.1
CCOC(=O)C1=C(C)NC(C(=O)NCCCN2CC(C)CC(C)C2)CS1 (configuration not stated)	104	0.8
COc1cc(CNc2ccc3[nH]c(=O)[nH]c3c2)ccc1OCc1ccc(F)cc1Cl	104	-0.6
Cc1ccc(-n2ccnc2SCC(=O)c2ccc[nH]2)c(C)c1	102	-0.2
NC(=O)CSc1nc(N)cc(N)n1	100	-0.4
O=C(c1ccc(F)cc1)N1c2nc(-c3ccco3)nn2C2(CCCCC2)[C@@H]2CCCC[C@@H]21	103	-0.1
COC(=O)C1=C(C)Oc2oc(C)cc(=O)c2C1c1cccnc1 (configuration not stated)	100	0

Overlap with the part before: 3 compounds, then new ones.
SMILES	PV pol inh	PV pol inh FP z-score
NC(=O)CSc1nc(N)cc(N)n1	100	-0.4
O=C(c1ccc(F)cc1)N1c2nc(-c3ccco3)nn2C2(CCCCC2)[C@@H]2CCCC[C@@H]21	103	-0.1
COC(=O)C1=C(C)Oc2oc(C)cc(=O)c2C1c1cccnc1 (configuration not stated)	100	0
O=C(CSc1ncnc2sccc12)c1ccc(S(=O)(=O)N2CCCC2)cc1	109	0.5
CCn1c(=O)c2cc(C(=O)N3CCN(c4cccc(OC)c4)CC3)sc2c2ccccc21	101	-0.2
O=S(=O)(c1ccc(Br)cc1)c1ccc(Br)cc1	103	0.4
O=C(O)c1ccc(O)c(SCN2CCCCC2)c1	154	4.9
Cc1oc(-n2c(C)cc(/C=C(\C#N)c3ccc4c(c3)OCO4)c2C)c(C#N)c1C	103	0.1
COc1ccccc1/C=C/C(=O)Nc1nc2ccccc2s1	103	0.5
Cn1c(-[n+]2ccccc2)c(/C=N/NC(N)=S)sc1=O	103	0.4
CCCC1CCc2c(sc(NC(=O)OC)c2C#N)C1 (configuration not stated)	99	-0.1
CCC(C)n1c(=O)c2sccc2n2c(CCCC(=O)N3CCN(c4ccccc4)CC3)nnc12 (configuration not stated)	116	0.2
O=C(Nc1ccc(C(F)(F)F)cc1)C1CCCN(c2cnccn2)C1 (configuration not stated)	111	1.1
O=C1CCC(C(=O)Nc2cc(F)cc(F)c2)=NN1	108	0.5
Clc1ccc(N2CCN(C3=Cc4ccccc4C3)CC2)cc1	106	0.4
O=C(c1cccs1)c1cn(CCOc2ccc(F)cc2)c2ccccc12	105	0.1
O=S(=O)(Nc1ccc(I)cc1)N1CCCCC1	102	0.1
COc1cccc(C(=O)c2cn(CC(=O)NCc3ccccc3)c3nc(C)ccc3c2=O)c1	110	0.7
Cc1ccc(C)c(Cn2c3ccccc3c3cnn(CC(=O)NCCCc4ccccc4)c(=O)c32)c1	103	-0.7
O=c1cc(CSc2nnc(-c3ccc4c(c3)OCO4)o2)nc2scc(-c3ccccc3)n12	103	-0.1
COc1ccc(P(=O)(CO)c2ccc(OC)cc2)cc1	99	-0.1
COc1cc(OC)cc(-c2nnc(SCC(=O)c3ccc([N+](=O)[O-])cc3)o2)c1	108	0.8
CN(C)CCSc1nc2ccccc2s1	100	-1.1
COc1cccc2c1c(NC(=O)CCC(=O)O)nn2C	101	-0.4
CC(=O)N1N=C(C)CC1C1C(C)C=C(C)CC1C (configuration not stated)	102	-0.1
CC1(C)CC(=O)c2sc(Nc3nc4c(F)cccc4s3)nc2C1	103	0.5
NC(=O)C1CCN(c2csc3ccccc3c2=O)CC1	100	-0.3
Nc1ccc(S(=O)(=O)NCC(F)(F)F)cc1	104	0.1

Two entries from above, set out differently:
canonical_smiles: Cc1oc(-n2c(C)cc(/C=C(\C#N)c3ccc4c(c3)OCO4)c2C)c(C#N)c1C
  PV pol inh: 103 | PV pol inh FP z-score: 0.1
canonical_smiles: CCC(C)n1c(=O)c2sccc2n2c(CCCC(=O)N3CCN(c4ccccc4)CC3)nnc12 (configuration not stated)
  PV pol inh: 116 | PV pol inh FP z-score: 0.2

(cont.)
SMILES	PV pol inh	PV pol inh FP z-score
COc1cccc(-c2nc(Cn3c(=O)cc(C)c4c(C)nn(-c5ccccc5)c43)c(C)o2)c1OC	107	0.1
COc1ccc(CN(C)C(=O)[C@H](Cc2ccccc2)NC(=O)c2ccco2)c(OC)c1	107	0.7
CCCC(=O)Nn1c(=O)[nH]c2ccccc2c1=O	100	-0.4
CN=C(Nc1ccc(C(=O)NC)cc1)c1ccccc1	108	0.6
Cc1c(C#N)sc(C#N)c1C	101	-0.1
CC(=O)Nc1ncc(Cc2ccccc2F)s1	100	-0.5
C=C(C)C1CC=C(C)/C(=N/NC(=O)c2ccncc2)C1 (configuration not stated)	104	0.5
O=c1[nH]nc(-c2ccc(F)cc2)o1	101	0
COc1cccc(-n2ccn(CC(=O)NCCc3ccccc3)c(=O)c2=O)c1	102	0.3
Cc1ccc(NC(=O)c2nc(S(C)(=O)=O)ncc2N(Cc2ccco2)Cc2ccco2)cc1	107	0.2
CCOC(=O)/C(C#N)=C/c1ccc(OC)cc1OC	105	0.5
Cc1noc(C)c1COC(=O)[C@@H](NC(=O)c1ccccc1)C(C)C	105	0.4
COc1ccc(N/C(C)=C/C(=O)c2ccccc2)cc1	104	1.2
CC(=O)c1ccc(C(=O)N(Cc2cccnc2)c2nc3c(C)c(C)ccc3s2)cc1	112	1.1
CCCC1=Nc2cc(C(=O)NCc3ccc(OC)cc3)ccc2Sc2ccc(C)cc21	108	-1
O=C(CS(=O)(=O)c1cccc2nsnc12)N1CC(=O)N(CCc2ccccc2)C(=O)C1	103	0.6
Cc1ccc(C2c3cccn3CCN2S(=O)(=O)c2ccc([N+](=O)[O-])cc2)cc1 (configuration not stated)	102	-0.8
CC(C)CNC(=O)c1ccccc1S(=O)(=O)N1CCCCC1	115	0.9
Cc1ccccc1NC(=O)COC(=O)CCc1ccccc1	102	0.3
O=c1oc(-c2ccccc2)nc2c1oc1ccc(Cl)cc12	101	-0.2
Cc1ccccc1-c1nnc(SCC(=O)NC(=O)Nc2ccccc2F)n1C	103	0.1
Nc1cc(=O)[nH]c(=O)n1Cc1ccccc1	99	-0.5
N#Cc1cn(C2CCN(Cc3ccccc3)CC2)c(=O)[nH]c1=O	103	0.6
O=C(CCC1CCCC1)Nc1ccc2nc3n(c(=O)c2c1)CCCCC3	104	0.5
COc1ccc2nc(C)cc(N3CCC(C(N)=O)CC3)c2c1	93	-1.6

Quoted at random: 2 entries already listed, in no set order.
SMILES	PV pol inh	PV pol inh FP z-score
C=C(C)C1CC=C(C)/C(=N/NC(=O)c2ccncc2)C1 (configuration not stated)	104	0.5
O=c1oc(-c2ccccc2)nc2c1oc1ccc(Cl)cc12	101	-0.2
